FXN GAA850 act: increases GAA850 frataxin promoter reporter activity; activation, % at 6 µM; AID 540364; HEK293 lucGAA850 FXN promoter luciferase reporter, 24 h; percent of 10 µM SAHA response; actives 0.56% (n = 360,000);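 active = activation above the average of all compounds screened plus 3 SD, cutoff fixed separately per campaign, cut at about 7.5% in these data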;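 note: 0% = DMSO wells and 100% = 10 µM SAHA wells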
PG9 binder: binds the HIV-1 gp120 antibody PG9. TR-FRET gp120-PG9 antibody binding. inhibition, % at 6.7 µM. actives 0.43% (n = 360,000). AID 624416; in the data active = inhibition above about 8.5%
ADAM17 inh: ADAM17 inhibition, QFRET primary screen | P78536 | recombinant ADAM17, EDANS/DABCYL FRET peptide cleavage | inhibition, % at 6.95 µM | actives 0.83% (n = 370,000);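 active = inhibition above the mean of compounds lying between control limits plus 3 SD, set per campaign, cut at about 8.5% in these data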;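 note: 0% = DMSO-only wells as the low control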
Target sequence (P78536 215-824 limits assumed): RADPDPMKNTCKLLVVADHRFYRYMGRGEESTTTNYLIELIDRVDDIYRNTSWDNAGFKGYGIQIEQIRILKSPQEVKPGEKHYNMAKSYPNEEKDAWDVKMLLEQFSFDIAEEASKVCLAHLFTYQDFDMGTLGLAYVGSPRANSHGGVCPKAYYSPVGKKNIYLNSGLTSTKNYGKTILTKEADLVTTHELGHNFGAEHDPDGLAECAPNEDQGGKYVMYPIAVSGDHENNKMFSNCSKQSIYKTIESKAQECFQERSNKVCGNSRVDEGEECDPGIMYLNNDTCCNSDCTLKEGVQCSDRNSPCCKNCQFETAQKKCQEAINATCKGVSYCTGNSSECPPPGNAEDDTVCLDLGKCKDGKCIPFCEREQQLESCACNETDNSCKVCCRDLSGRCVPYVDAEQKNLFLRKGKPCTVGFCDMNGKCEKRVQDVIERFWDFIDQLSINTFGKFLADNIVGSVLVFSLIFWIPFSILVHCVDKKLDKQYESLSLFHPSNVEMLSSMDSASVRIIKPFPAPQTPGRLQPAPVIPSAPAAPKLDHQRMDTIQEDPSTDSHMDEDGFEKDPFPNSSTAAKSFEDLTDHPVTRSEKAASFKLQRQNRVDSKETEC
DAX1 inh-1: NR0B1 (DAX1) inhibition. P51843. AID 504766. inhibition, % at 6.75 µM. HEK293 Gal4-DAX1 luciferase reporter, luminescence. actives 0.99% (n = 340,000);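 active = inhibition above the mean over all tested compounds plus 3 SD, cut at about 4.2% in these data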;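 note: 0% = DAX1-transfected cells with DMSO and 100% = empty-vector control cells with DMSO; inhibition shows as a rise in luminescence from relieved DAX1 repression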
Target sequence (P51843 207-470 limits assumed): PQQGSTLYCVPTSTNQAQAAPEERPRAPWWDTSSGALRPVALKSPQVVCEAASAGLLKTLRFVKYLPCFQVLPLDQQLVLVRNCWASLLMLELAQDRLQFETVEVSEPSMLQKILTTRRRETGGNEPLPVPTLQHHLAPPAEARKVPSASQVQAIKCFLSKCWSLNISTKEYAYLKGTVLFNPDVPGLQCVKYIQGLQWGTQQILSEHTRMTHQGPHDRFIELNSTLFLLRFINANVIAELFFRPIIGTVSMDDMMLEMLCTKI
DAX1 inh-2: blocks DAX1 repression of SF-1 activated StAR promoter. HEK293T StAR-luciferase reporter, SF-1/DAX-1 repression relief. inhibition, % at 6.8 µM. actives 1.1% (n = 370,000). AID 652010;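 active = inhibition above the mean over all tested compounds plus 3 SD, cut at about 3.6% in these data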;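 note: 0% = DAX-1 cells with DMSO and 100% = cells lacking DAX-1 with DMSO; higher inhibition means more luminescence from relief of DAX-1 repression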
ssDAF-12 act: activates DAF-12 receptor from parasite S. stercoralis; HEK293 ssDAF-12/GRIP1 lit1-tk-luc reporter, luminescence; % of 3 µM dafachronic acid response; activation, % at 6.8 µM; actives 1% (n = 370,000); AID 652126;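 active = activation above the mean over all tested compounds plus 3 SD, cut at about 0.9% in these data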;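 note: 0% = DMSO-only wells and 100% = 3 µM delta7-dafachronic acid wells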
hgDAF12 agonist: agonists of H. glycines DAF-12 nuclear receptor. HEK293 GAL4-hgDAF12 UAS-luciferase reporter, agonist luminescence; normalized to butyrate control. activation, % at 6.8 µM. actives 1.8% (n = 370,000). AID 687014;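 active = activation above a cutoff set at the mean of all screened compounds plus 3 SD, cut at about 10% in these data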;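 note: 0% = DMSO wells and 100% = sodium butyrate wells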
SMARCA2 activ: SMARCA2 function activation, primary screen; MG213 cells, MMTV-luciferase reporter, dexamethasone, overnight; activation, % at 9.1 µM; actives 1% (n = 370,000); AID 652017; in the data active = activation above about 7.8%;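 note: 0% = vehicle wells and 100% = reference activator wells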
NPR1 activator: GC-A (human) enzyme activation; P16066; activation, % at 10 µM; actives 0.14% (n = 370,000); AID 1671463; HEK293 GC-A cells, cGMP TR-FRET, EC30 ANP; 0% at EC30 ANP, 100% saturating ANP; in the data active = activation above about 40%
hcDAF-12 act: activators of H. contortus DAF-12 nuclear receptor; HEK293 hcDAF-12 lit1-tk-luc reporter, luminescence; 0% DMSO, 100% Δ7-dafachronic acid; activation, % at 6.8 µM; actives 1.4% (n = 370,000); AID 652067;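 active = activation above the mean of all tested compounds plus 3 SD, cut at about 5.5% in these data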;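 note: 100% = response to 3 µM Δ7-dafachronic acid high control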
ADAM10 inh: ADAM10 inhibition, QFRET primary screen; O14672; recombinant ADAM10, EDANS/DABCYL FRET peptide cleavage, 3 h; inhibition, % at 7 µM; actives 0.62% (n = 370,000);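 active = inhibition above a per-campaign cutoff equal to the mean of compounds falling between control-based bounds plus 3 SD, cut at about 20% in these data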;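 note: 0% = DMSO wells while the 100% control is not disclosed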
* marks the source's active call; other numbers are inactive results; i = inactive; . = not tested or not shown.

SMILES | FXN GAA850 act | PG9 binder | ADAM17 inh | DAX1 inh-1 | DAX1 inh-2 | ssDAF-12 act | hgDAF12 agonist | SMARCA2 activ | NPR1 activator | hcDAF-12 act | ADAM10 inh
CC1(Cc2ccc(Cl)cc2)C(=O)Nc2ccc(-c3cccnc3)cc21 (configuration not stated) | -5.7 | 1.6 | 3 | . | -0.8 | -1.4 | 7.6 | -7 | -22 | -2.3 | 4
COc1ccc2[nH]c3c(c2c1)CCN1C(=O)C(CC(=O)NCc2ccco2)C[C@H](C(=O)N2CCOCC2)[C@@]31CCC1CCCC1 (some centres not stated) | -2.3 | -0.3 | -5 | 0.0 | 2.7 | -1.2 | -0.7 | -4 | -2 | 0.8 | -3
Cc1ccc(S(=O)(=O)N(C)C)cc1NC(=O)COC(=O)CCC(=O)c1ccc(F)cc1 | 1.3 | 0.7 | -1 | -0.9 | 0.0 | -0.7 | 1.0 | -1 | 2 | -1.7 | 2
Cc1cccc(OCC(O)Cn2c(NCCCOC(C)C)nc3c2c(=O)[nH]c(=O)n3C)c1 (configuration not stated) | -0.5 | -1.7 | -3 | -1.0 | 0.6 | -0.7 | -1.3 | -1 | -2 | -1.7 | -5
COc1cc(/C=C2\CCOC2=O)cc(OC)c1OC | 4.0 | -0.3 | -3 | 0.8 | -0.4 | -1.0 | 0.3 | -2 | 10 | -1.3 | -2
Cc1ccc(/C=N/NC(=O)c2nnn(-c3nonc3N)c2CN(C)C)s1 | 1.2 | -1.2 | -2 | 0.2 | -0.2 | -0.5 | 0.7 | -2 | 10 | 0.2 | -5
COc1ccc(-c2nnn(Cc3ccccc3)n2)cc1OC | 2.3 | 0.4 | -3 | 0.1 | -0.2 | -1.5 | 2.3 | -2 | 1 | 0.2 | 10
CCOc1ccccc1NC(=O)C(=O)NCCC1=CCCCC1 | 1.7 | 0.4 | -8 | 1.0 | 0.9 | -1.9 | -0.2 | -1 | 6 | -1.4 | -2
CC(Sc1ncnc2sccc12)C(=O)Nc1ccc(C(N)=O)cc1 (configuration not stated) | 3.9 | 2.7 | -5 | -0.5 | 0.2 | -2.1 | -2.4 | -4 | 2 | -1.8 | -5
COc1ccc(OC2C(=O)N(Cc3ccc4c(c3)OCO4)C2c2sccc2C)cc1 (configuration not stated) | -5.3 | 0.6 | 2 | -2.4 | -0.7 | -1.9 | -2.7 | -3 | 0 | -1.6 | 9
COc1cc(CN2CCN(c3cccc(Cl)c3)CC2)cc(OC)c1OC | -4.0 | -1.4 | -1 | -3.2 | -3.0 | -1.5 | 1.3 | -1 | 0 | -1.3 | 4
Cc1nn2c3ccccc3n(CC(=O)c3cccs3)c2nc1=O | 7.0 | -2.8 | -22 | 1.5 | -0.2 | -1.0 | -2.8 | 6 | 3 | -0.1 | -62

The closing two compounds of the part above lead into the next:
SMILES | FXN GAA850 act | PG9 binder | ADAM17 inh | DAX1 inh-1 | DAX1 inh-2 | ssDAF-12 act | hgDAF12 agonist | SMARCA2 activ | NPR1 activator | hcDAF-12 act | ADAM10 inh
COc1cc(CN2CCN(c3cccc(Cl)c3)CC2)cc(OC)c1OC | -4.0 | -1.4 | -1 | -3.2 | -3.0 | -1.5 | 1.3 | -1 | 0 | -1.3 | 4
Cc1nn2c3ccccc3n(CC(=O)c3cccs3)c2nc1=O | 7.0 | -2.8 | -22 | 1.5 | -0.2 | -1.0 | -2.8 | 6 | 3 | -0.1 | -62
CC(C)NC(=S)Nc1ccc(S(=O)(=O)Nc2ncccn2)cc1 | 0.6 | 0.3 | 2 | 0.5 | 0.3 | -1.3 | 0.3 | -1 | 4 | 2.6 | 0
COc1cnn(-c2ccc(C)cc2)c(=O)c1SCc1ccccc1 | 7.9* | -0.9 | -2 | 3.1 | 0.5 | -0.5 | 1.2 | 5 | -24 | 0.3 | 6
CC1(C)OC(=O)C(=C2CCCN2)C(=O)O1 | 0.6 | 0.2 | 1 | 0.9 | 0.4 | -1.1 | 1.6 | 0 | 4 | -1.0 | 6
Cc1ccc(-c2cc(C(=O)NCc3cnn(C)c3C)c3cc(Br)ccc3n2)cc1 | -1.0 | -7.5 | -3 | -1.0 | -0.3 | -0.9 | 0.8 | -2 | 4 | 4.0 | -6
COCCOC(=O)C1=C(C)NC2=C(C(=O)CC(C)(C)C2)C1c1ccc2c(c1)OCO2 (configuration not stated) | 1.2 | -0.4 | -6 | -1.4 | -0.9 | -2.4 | 0.0 | 1 | -4 | -2.9 | -21
CCOC(=O)c1cc2c(=O)[nH]ccc2nc1C | 1.5 | 1.0 | -198 | 0.1 | 0.7 | -0.9 | -0.5 | -1 | 0 | -1.7 | i
Cc1ccc2nc(Nc3ncc4c(n3)CC(C)(C)CC4=O)nc(C)c2c1 | -0.2 | 0.4 | -8 | -0.2 | 0.1 | -1.6 | -1.0 | -1 | 1 | -2.1 | -8
CCOC(=O)CSc1nc2c(c(=O)n(C)c(=O)n2C)n1CCCc1ccccc1 | -0.5 | -0.3 | 0 | -0.5 | 0.3 | -1.5 | -0.3 | 0 | -5 | -1.4 | 0
COc1ccc(OC(F)(F)F)cc1CC1(C)C(=O)Nc2ccc(-c3ccsc3)cc21 (configuration not stated) | 13* | -2.7 | 9 | . | -0.4 | -1.0 | 0.9 | -2 | -5 | -2.3 | 26*
COC(=O)C[C@H]1CC[C@@H](NC(=O)Nc2cccc(OC)c2)[C@@H](CO)O1 | . | 0.1 | -3 | . | 1.2 | -1.1 | 1.5 | -2 | 3 | 0.1 | 0
CC12C=CC(C)(C3C(=O)NC(=O)C31)C1C3C(=O)NC(=O)C3C12 (configuration not stated) | . | 1.2 | 1 | . | 0.7 | -1.3 | 0.8 | 0 | 2 | -0.5 | 2
C/C(=N\Nc1ccccn1)c1ccc(Br)s1 | 3.5 | -1.6 | -2 | . | -0.5 | -1.2 | 3.0 | -1 | -9 | 1.5 | -5
COc1ccc(C(=O)Nc2ccc(S(=O)(=O)NC(C)=O)cc2)cc1 | 1.3 | -0.2 | -8 | -0.1 | 0.6 | -1.9 | -0.1 | -1 | 3 | 1.4 | -3
COc1cccc(N2CC(NS(=O)(=O)c3ccc4ccccc4c3)CC2=O)c1 (configuration not stated) | -1.2 | 0.4 | 4 | -0.2 | -0.6 | -0.5 | -1.1 | -1 | -8 | -1.7 | 0
COC(=O)c1cc(=O)n(Cc2ccccc2)c(=NCc2ccccc2)s1 | . | 0.8 | 1 | . | 0.8 | -0.3 | 0.0 | -2 | -8 | -0.1 | 5
CCCCC/C=N/NC(=O)c1[nH]c2ccc([N+](=O)[O-])cc2c1C | -1.1 | -1.9 | 3 | 0.0 | -0.8 | -1.3 | 1.0 | 0 | 0 | -1.1 | 2
CCOc1cccc(/C=N\NC(=O)c2cnccn2)c1O | . | . | 4 | . | -0.1 | -0.5 | -0.2 | -1 | 5 | 3.2 | 5
CCCCCNC(=O)Cc1ccc(OC)cc1 | 1.6 | 0.0 | 2 | 0.5 | 0.8 | -1.6 | -1.0 | -4 | -3 | 0.0 | -3
O=C(Nc1ccc(Cl)cc1)C1CCC(=O)N1Cc1ccccc1Cl (configuration not stated) | 0.9 | -0.9 | -2 | -1.2 | -0.6 | -1.2 | -1.0 | 1 | -7 | -1.7 | -3
O=C(Cc1cccs1)NCCn1ccc2ccccc21 | 6.7 | -1.4 | -2 | -1.1 | 0.8 | -0.5 | -1.8 | 1 | 0 | 2.1 | 7
Cc1cccc(NC(=O)CSc2nccn2Cc2ccco2)c1C | 2.6 | 0.5 | -3 | 0.0 | -0.4 | -0.6 | 7.0 | 2 | 0 | -1.2 | -2
CSc1ccccc1OCc1cc(C(=O)NC(C)Cc2cccc(C)n2)no1 (configuration not stated) | 4.8 | -3.5 | -2 | -0.7 | -2.4 | -1.9 | -1.6 | 5 | 10 | -3.7 | 4
CCCC(=O)N1CCC1(C)C(=O)NS(=O)(=O)c1ccc(C)cc1 (configuration not stated) | -0.3 | -0.9 | -3 | . | -0.5 | -1.0 | 0.8 | -5 | -1 | 0.8 | 0
COc1cc(/C=C/C(=O)OCC(=O)N2CCCc3ccccc32)ccc1OCC#N | -0.2 | -2.9 | -20 | 0.3 | -1.6 | -1.0 | -2.4 | 2 | -2 | -1.7 | -87

Continued; the last 3 above are carried over.
SMILES | FXN GAA850 act | PG9 binder | ADAM17 inh | DAX1 inh-1 | DAX1 inh-2 | ssDAF-12 act | hgDAF12 agonist | SMARCA2 activ | NPR1 activator | hcDAF-12 act | ADAM10 inh
CSc1ccccc1OCc1cc(C(=O)NC(C)Cc2cccc(C)n2)no1 (configuration not stated) | 4.8 | -3.5 | -2 | -0.7 | -2.4 | -1.9 | -1.6 | 5 | 10 | -3.7 | 4
CCCC(=O)N1CCC1(C)C(=O)NS(=O)(=O)c1ccc(C)cc1 (configuration not stated) | -0.3 | -0.9 | -3 | . | -0.5 | -1.0 | 0.8 | -5 | -1 | 0.8 | 0
COc1cc(/C=C/C(=O)OCC(=O)N2CCCc3ccccc32)ccc1OCC#N | -0.2 | -2.9 | -20 | 0.3 | -1.6 | -1.0 | -2.4 | 2 | -2 | -1.7 | -87
COc1ccc(C2(C)NC(=O)N(CC(=O)c3cc(C)n(C4CC4)c3C)C2=O)cc1 (configuration not stated) | 0.5 | -1.3 | -5 | 0.3 | 0.1 | -2.0 | -0.9 | -4 | 4 | 0.7 | -6
O=S(=O)(c1cc(Br)ccc1Br)N1CCCCCC1 | 3.0 | 0.2 | 0 | 1.4 | -0.4 | -1.0 | 1.7 | -1 | -5 | -1.7 | -5
CC(/C=C/c1ccccc1)=N/NC(=O)c1cccc(Br)c1 | -0.4 | -2.4 | 0 | -1.8 | 0.5 | -1.4 | 9.1 | 3 | 2 | 1.5 | -5
COc1ccccc1NS(=O)(=O)c1ccc(C)c(C(=O)NCCCN2CCCC2=O)c1 | -0.5 | -1.9 | -3 | 1.1 | 0.5 | -0.7 | 1.1 | -1 | 0 | -0.6 | -5
O=C(Nc1ccc(-n2cnnn2)cc1)C1CCCN1C(=O)NC1CCCCC1 (configuration not stated) | 1.4 | 2.4 | -3 | -0.3 | -0.5 | -1.2 | -0.2 | -3 | 3 | -0.9 | -9
CCOC(=O)c1nc(C)[nH]c1C(=O)OCC | -1.5 | 1.6 | -2 | -1.1 | -0.1 | -1.4 | 1.6 | -4 | 8 | 1.6 | -10
CCOC(=O)[C@@]12CN(C(=O)OC(C)(C)C)CC=C1N(Cc1ccc(OC)cc1)C(=O)[C@H]2CC(=O)NCc1cccs1 | . | . | 1 | . | -1.1 | -1.3 | -2.1 | -1 | -3 | -0.8 | 6
O=C(NCc1cccs1)C1CCN(S(=O)(=O)c2cccc3nsnc23)CC1 | -0.7 | -0.5 | -3 | -0.2 | 0.2 | -0.8 | 0.6 | 2 | -10 | 0.8 | 6
COCCn1c(SCC(=O)c2ccc3c(c2)OCCO3)nnc1-c1ccoc1C | -1.1 | -1.7 | 2 | -0.3 | -1.7 | -1.6 | -2.4 | 4 | -3 | -2.5 | 8
Cn1c(=O)c2c(ncn2CC(=O)Nc2ccc(Cl)cc2Cl)n(C)c1=O | -1.0 | 0.3 | -2 | 0.2 | 0.0 | -1.1 | -0.7 | -4 | -3 | 1.2 | 12
CCOc1cc(N2CCOCC2)c(OCC)cc1NC(=O)COC(=O)C1CCCN1S(=O)(=O)c1ccccc1F (configuration not stated) | 1.9 | 0.2 | -2 | -0.1 | -1.3 | -0.3 | -0.9 | -2 | 8 | -1.7 | -4

Source: PubChem BioAssay (several laboratories)
